# Compound activity: PubChem BioAssay, The Scripps Research Institute Molecular Screening Center
# PAD4 FP inh: PAD4 (human) enzyme inhibition; Q9UM07; recombinant PAD4, RCA probe fluorescence polarization; inhibition, % at 6.36 µM; actives 0.41% (n = 330,000); AID 485272;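 active means percent inhibition above a cutoff equal to the mean of all tested compounds plus 3 SD, cut at about 15% in these data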;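 further: 0% = PAD4 with RCA probe and DMSO and 100% = probe without PAD4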
# PREPL inh: human PREPL enzyme inhibition | AID 2751 | actives 0.68% (n = 320,000) | Q4J6C6 | inhibition, % at 5.96 µM | recombinant PREPL, fluorescence polarization activity-based probe; in the data active means inhibition above about 43%;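 further: 0% = enzyme with DMSO and 100% = wells lacking enzyme; many of its hits are not listed in these tables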
# Target sequence (Q4J6C6 whole entry, looked up): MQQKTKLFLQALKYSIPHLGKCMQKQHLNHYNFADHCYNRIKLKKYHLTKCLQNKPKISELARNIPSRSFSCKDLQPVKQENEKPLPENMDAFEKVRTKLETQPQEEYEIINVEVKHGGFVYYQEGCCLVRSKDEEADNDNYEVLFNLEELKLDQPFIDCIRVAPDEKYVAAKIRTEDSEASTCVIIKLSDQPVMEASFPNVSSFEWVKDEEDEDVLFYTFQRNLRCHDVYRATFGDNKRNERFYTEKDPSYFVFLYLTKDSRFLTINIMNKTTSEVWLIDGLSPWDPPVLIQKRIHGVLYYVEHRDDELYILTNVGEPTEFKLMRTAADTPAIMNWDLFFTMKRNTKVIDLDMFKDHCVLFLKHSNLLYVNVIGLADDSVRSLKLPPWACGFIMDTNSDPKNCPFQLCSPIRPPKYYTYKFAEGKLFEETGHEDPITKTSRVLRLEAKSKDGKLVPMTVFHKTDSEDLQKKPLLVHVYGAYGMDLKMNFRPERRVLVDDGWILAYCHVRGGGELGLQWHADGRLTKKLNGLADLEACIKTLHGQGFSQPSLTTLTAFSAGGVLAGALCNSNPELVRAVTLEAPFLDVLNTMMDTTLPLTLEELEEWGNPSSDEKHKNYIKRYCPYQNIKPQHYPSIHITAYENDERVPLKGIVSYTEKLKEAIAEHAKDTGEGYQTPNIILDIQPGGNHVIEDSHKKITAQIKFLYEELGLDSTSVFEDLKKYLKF
# GSTO1 counter: counter-screen for RBBP9 inhibitors: inhibitors of human GSTO1; recombinant GSTO1, activity-based probe fluorescence polarization; inhibition, % at 5.96 µM; actives 1.1% (n = 300,000);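 active means inhibition above the campaign mean inhibition plus 3 SD, cut at about 35% in these data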;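 further: 0% = GSTO1-1 with DMSO and 100% = wells lacking GSTO1-1 enzyme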
# PAFAH1B3 inh: blocks human PAF acetylhydrolase 1B catalytic subunit 3. actives 0.28% (n = 340,000). recombinant PAFAH1B3, FP-rhodamine probe, fluorescence polarization. inhibition, % at 3.39 µM;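 active means inhibition above the screen-wide average of all tested compounds plus 3 SD, cut at about 25% in these data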;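 further: 0% = enzyme with DMSO only and 100% = wells lacking PAFAH1B3 protein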
# pPAFAH inh: pPAFAH (human) enzyme inhibition. recombinant pPAFAH, FP-rhodamine probe fluorescence polarization. inhibition, % at 3.39 µM. actives 1.5% (n = 330,000). AID 463082;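 active means inhibition above the mean inhibition across the screen plus 3 SD, cut at about 25% in these data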;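 further: inhibitors block binding of the rhodamine activity-based probe so polarization drops; 0% = enzyme with DMSO and 100% = wells lacking pPAFAH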
# LYPLA2 inh: blocks human lysophospholipase 2, a PME1 counter-screen. O95372. recombinant LYPLA2, FP-Rh probe fluorescence polarization. inhibition, % at 5.9 µM. actives 0.38% (n = 320,000);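 active means inhibition above the screen-wide mean plus 3 SD, limit set per campaign, cut at about 26% in these data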;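 further: 0% = LYPLA2 with DMSO and 100% = wells lacking LYPLA2 enzyme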
# Target sequence (O95372 whole entry, looked up): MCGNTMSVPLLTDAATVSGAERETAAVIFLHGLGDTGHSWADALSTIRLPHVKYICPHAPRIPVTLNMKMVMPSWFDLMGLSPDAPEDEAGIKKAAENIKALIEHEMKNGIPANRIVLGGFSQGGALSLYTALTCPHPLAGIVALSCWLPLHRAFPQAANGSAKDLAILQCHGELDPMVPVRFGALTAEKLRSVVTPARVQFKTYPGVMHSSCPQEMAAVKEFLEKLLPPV
# PAFAH1B2 FP inh: inhibitors of human PAFAH1B2. P68402. recombinant PAFAH1B2, FP-rhodamine activity probe, fluorescence polarization. inhibition, % at 3.39 µM. actives 1.2% (n = 340,000). AID 492953;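 active means inhibition above the mean of all tested compounds plus 3 SD, cut at about 24% in these data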;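 further: 0% = enzyme with DMSO and 100% = wells lacking PAFAH1B2; many of its hits are not listed in these tables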
# LYPLA1 counter: counter-screen for PME1 inhibitors: inhibitors of human LYPLA1; O75608; recombinant LYPLA1, FP-Rh probe fluorescence polarization; inhibition, % at 5.9 µM; actives 0.16% (n = 320,000);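 active means inhibition above the mean of all tested compounds plus 3 SD, set per campaign, cut at about 14% in these data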;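 further: inhibitors block serine hydrolase probe labeling of LYPLA1 so polarization falls; 0% = enzyme with DMSO and 100% = wells lacking LYPLA1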
# PAFAH2 FP inh: PAFAH2 (human) inhibition. Q99487. recombinant PAFAH2, FP-rhodamine activity probe, fluorescence polarization. inhibition, % at 3.39 µM. actives 0.99% (n = 340,000). AID 492956;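 active means inhibition above the mean over all tested compounds plus 3 SD, cut at about 30% in these data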;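 further: inhibitors block probe labeling of enzyme so polarization drops; 0% = enzyme with DMSO and 100% = wells lacking PAFAH2 protein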
# Starred values were filed as active, the others as inactive; / = no result given. Not all compounds are listed; the hit share may differ from the screen's.
# Second line of a record: PAD4 FP inh	PREPL inh	GSTO1 counter	PAFAH1B3 inh	pPAFAH inh	LYPLA2 inh	PAFAH1B2 FP inh	LYPLA1 counter	PAFAH2 FP inh
NNc1nnc2c3cc(F)ccc3n(Cc3ccccc3)c2n1
 : -14.0	-3.8	-26.6	-5.8	2.1	-2.2	0.3	0.0	-6.2
Cc1ccc(OC(=O)C2CSC3(C)CCC(=O)N23)c(Br)c1 (configuration not stated)
 : -0.6	9.7	0.3	-3.0	0.4	-1.1	4.9	-1.0	0.1
CN1N=C(C(C)(C)C)CSC1=Nc1ccc(F)cc1
 : -0.4	6.1	2.1	-2.0	3.7	-0.8	4.4	-1.4	-4.3
COc1ccc(CC(=O)Nc2ccc(-c3nnc(-c4ccc(C)cc4)o3)cc2)cc1
 : -0.3	7.1	-6.2	2.8	-2.0	-1.4	1.1	-1.8	-6.0
COc1ccc(C(C(=O)NCc2ccc(F)cc2)N(Cc2cccnc2)C(=O)c2snc(C(N)=O)c2N)cc1 (configuration not stated)
 : 3.8	31.5	4.8	5.6	-2.7	-2.7	2.5	-1.1	-7.9
CCc1nn(C(C)C(=O)N2CCN(c3ccc(OC)cc3)CC2)c(=O)c2cc3occc3n12 (configuration not stated)
 : 0.0	19.7	4.5	4.5	-2.8	7.3	2.1	8.8	4.8
O=C(COC(=O)/C=C/c1cccs1)Nc1ccc2ccccc2c1
 : -2.2	-2.2	-3.9	-1.5	5.6	-5.0	4.4	0.5	56.4*
COc1cc(CNc2nc(C)c([N+](=O)[O-])c(C)c2C#N)cc(OC)c1OC
 : 1.0	13.4	5.5	1.9	2.6	7.2	-3.0	-1.1	4.5
COc1ccc(C)cc1Nc1cc(C)nc2nc(C)nn12
 : -4.8	-0.2	4.2	6.3	0.6	-2.8	-3.0	3.0	-7.0
C=CCN(C(=O)CCC(=O)O)C1CC(=O)N(c2ccc(OCCC)cc2)C1=O (configuration not stated)
 : -8.0	11.2	8.7	0.2	1.9	-4.7	2.7	-3.3	2.1
Cn1ccnc1C(O)(c1ccccc1)c1ccccc1
 : 6.6	-8.0	4.5	1.9	-0.3	9.6	-2.0	1.8	-2.1
O=C1C(=O)N(Cc2ccccc2)C(=O)N1CCN1C(=O)c2ccccc2C1=O
 : 0.2	-1.4	-8.1	12.1	2.8	2.8	-1.1	0.6	7.5
CCOC(=O)c1c(C)[nH]c(C(=O)OCC(=O)N(CC(C)C)C2CCS(=O)(=O)C2)c1C (configuration not stated)
 : -2.0	7.3	/	1.7	2.5	12.3	0.7	1.4	1.3
COc1ccc(NC(=S)N/N=C/c2ccc(F)c(F)c2)cc1
 : -0.1	4.3	-3.0	-2.0	0.4	5.2	3.7	-1.9	-9.5
Cc1csc(NC(=O)c2ccccc2[N+](=O)[O-])n1
 : 2.5	0.6	1.9	8.2	8.8	9.2	6.2	4.4	-8.9
CSc1ccc(C(=O)C2CCCN(Cc3cccc4nccnc34)C2)cc1 (configuration not stated)
 : 0.1	4.3	6.3	5.9	-1.0	7.1	-0.7	1.8	-6.8
Cc1ccc(S(=O)(=O)c2nc(S(C)(=O)=O)sc2N2CCC3(CC2)OCCO3)cc1
 : 3.7	-6.1	63.1*	2.7	-0.1	5.5	-0.9	4.5	3.1
CC(=O)c1ccc(OCC(O)CN2C(C)CCCC2C)cc1 (configuration not stated)
 : -3.2	-5.6	1.0	-1.4	-3.3	-2.1	0.3	1.6	-1.0
Cc1cc(C(=O)CSc2nc(N)cc(=O)[nH]2)c(C)n1-c1ccc(OC(F)F)cc1
 : 5.1	-20.1	-8.2	-0.6	59.6*	0.2	-0.2	-0.5	-0.5
COc1ccc(S(=O)(=O)Nc2ccc(-c3ccc4nnc(C)n4n3)cc2)c(OC)c1
 : 5.8	0.3	/	9.3	3.3	2.5	4.3	-5.7	11.9
COc1ccccc1NS(=O)(=O)c1cc(Cl)ccc1OC
 : -1.4	-4.5	0.0	13.0	0.3	1.6	-1.0	-0.5	6.4
N#CC(C#N)=NNc1ccc(S(=O)(=O)N2CCCC2)cc1
 : -4.7	-1.8	14.4	-2.9	9.8	-0.2	0.6	-1.8	1.3
O=C1c2ccc3c4c(ccc(c24)C(=O)N1c1ccc2ccccc2c1)CC3
 : -4.6	-9.4	3.5	3.0	4.4	8.5	10.6	0.9	-9.1
CC(=O)C(C)n1c(CN(C)Cc2ccccc2)nc2c1c(=O)n(C)c(=O)n2C (configuration not stated)
 : -2.5	16.0	2.2	8.2	0.5	1.3	6.5	-2.7	9.8
CCOc1ccc2nc(NC(=O)CSc3ccc(Cl)cc3)sc2c1
 : -2.8	14.4	-0.5	10.2	1.3	-22.9	15.3	-13.4	-7.9
CCN(CC(=O)Nc1ccccc1C(F)(F)F)C(=O)CCc1nc2ccccc2c(=O)[nH]1
 : 2.2	-1.4	-6.0	-2.2	7.0	9.7	-0.9	4.1	-0.1
Cc1cccc(C(=O)NC(=S)Nc2ccc(S(=O)(=O)N3CCCCC3)cc2)c1
 : -0.4	-8.1	-12.5	-0.1	-3.6	-14.8	-0.4	-9.3	-3.7
O=C(CCc1ccccc1)n1nc(-c2ccccc2)nc1NCc1ccco1
 : 0.8	7.3	0.5	2.2	-1.5	-2.4	4.9	-2.0	-8.9
Cc1ccc(SCC(=O)O/N=C(\N)c2cccc([N+](=O)[O-])c2)cc1
 : 0.3	18.1	-1.9	2.8	12.8	1.3	35.8*	-1.8	2.1
Nc1ccc(Cc2nc3c(ccc4ccccc43)[nH]2)cc1
 : -1.3	13.7	1.4	0.9	14.1	-5.5	2.5	-1.6	3.7
O=C(CSc1nc2ccccc2c(=O)n1-c1ccc(F)cc1)Nc1ccc(N2CCOCC2)cc1
 : -0.7	-0.7	1.7	-1.4	5.6	1.4	3.6	-1.2	-1.0
C[C@H](CO)N1C[C@H](C)[C@@H](CN(C)Cc2ccncc2)Oc2c(NC(=O)CCC(F)(F)F)cccc2C1=O
 : -3.5	26.2	/	6.5	-0.1	/	5.4	/	1.1
COCC(C)NC(=S)NC(=O)c1cc(S(=O)(=O)N2CCOCC2)ccc1C (configuration not stated)
 : -3.4	9.5	6.9	7.4	2.0	3.8	-3.4	0.3	5.1
Cc1ccc(NC(=O)CCCNC(=O)c2ccc(Cl)cc2)c(Br)c1
 : 2.2	6.0	-2.8	8.4	-1.1	2.3	9.2	1.1	6.8
Cc1csc(NC(=O)C(NC(=O)c2ccccc2F)C(C)C)n1 (configuration not stated)
 : -1.4	4.6	1.7	6.1	-1.4	-3.8	-3.1	0.4	3.0
COc1ccc(N2CCN(C(=O)/C(C#N)=C/c3ccccc3)CC2)cc1
 : 0.6	12.9	7.6	9.6	0.8	3.1	5.9	2.6	2.2
Cc1ccc2nc(Cl)c3cc(C(=O)N(CCN(C)C)Cc4ccco4)sc3c2c1
 : 4.8	-31.9	5.0	7.8	3.7	3.4	1.5	-3.0	0.1
CCCc1ccc2oc(C(=O)N3CCNC(=O)C3CC(=O)OC)c(C)c2c1 (configuration not stated)
 : 2.2	16.0	4.5	9.8	7.4	12.8	2.4	3.6	5.5
OCc1ccc(-c2ccccc2)c(-c2ccccc2)c1
 : -0.5	-4.7	0.9	/	3.4	-3.7	/	-2.6	/
O=C(Nc1cc(C(F)(F)F)ccc1N1CCOCC1)C1Cc2ccccc2CN1C(=O)c1ccco1 (configuration not stated)
 : 0.6	11.1	1.9	1.4	11.3	8.5	4.3	-2.5	11.4

# An excerpt from above in order of number of heavy atoms, falling:
# Second line of a record: PAD4 FP inh	PREPL inh	GSTO1 counter	PAFAH1B3 inh	pPAFAH inh	LYPLA2 inh	PAFAH1B2 FP inh	LYPLA1 counter	PAFAH2 FP inh
COc1ccc(C(C(=O)NCc2ccc(F)cc2)N(Cc2cccnc2)C(=O)c2snc(C(N)=O)c2N)cc1 (configuration not stated)
 : 3.8	31.5	4.8	5.6	-2.7	-2.7	2.5	-1.1	-7.9
O=C(Nc1cc(C(F)(F)F)ccc1N1CCOCC1)C1Cc2ccccc2CN1C(=O)c1ccco1 (configuration not stated)
 : 0.6	11.1	1.9	1.4	11.3	8.5	4.3	-2.5	11.4
CCN(CC(=O)Nc1ccccc1C(F)(F)F)C(=O)CCc1nc2ccccc2c(=O)[nH]1
 : 2.2	-1.4	-6.0	-2.2	7.0	9.7	-0.9	4.1	-0.1
COc1ccc(S(=O)(=O)Nc2ccc(-c3ccc4nnc(C)n4n3)cc2)c(OC)c1
 : 5.8	0.3	/	9.3	3.3	2.5	4.3	-5.7	11.9
Cc1cc(C(=O)CSc2nc(N)cc(=O)[nH]2)c(C)n1-c1ccc(OC(F)F)cc1
 : 5.1	-20.1	-8.2	-0.6	59.6*	0.2	-0.2	-0.5	-0.5
O=C1C(=O)N(Cc2ccccc2)C(=O)N1CCN1C(=O)c2ccccc2C1=O
 : 0.2	-1.4	-8.1	12.1	2.8	2.8	-1.1	0.6	7.5
CSc1ccc(C(=O)C2CCCN(Cc3cccc4nccnc34)C2)cc1 (configuration not stated)
 : 0.1	4.3	6.3	5.9	-1.0	7.1	-0.7	1.8	-6.8
COc1ccc(N2CCN(C(=O)/C(C#N)=C/c3ccccc3)CC2)cc1
 : 0.6	12.9	7.6	9.6	0.8	3.1	5.9	2.6	2.2
Cc1ccc(SCC(=O)O/N=C(\N)c2cccc([N+](=O)[O-])c2)cc1
 : 0.3	18.1	-1.9	2.8	12.8	1.3	35.8*	-1.8	2.1

# Further entries:
# Second line of a record: PAD4 FP inh	PREPL inh	GSTO1 counter	PAFAH1B3 inh	pPAFAH inh	LYPLA2 inh	PAFAH1B2 FP inh	LYPLA1 counter	PAFAH2 FP inh
COc1cccc(Cn2cccc(NC(=O)Nc3ccccc3C)c2=O)c1
 : 0.0	3.7	1.8	1.8	7.8	-2.8	-2.1	0.2	5.3
CCCC[n+]1ccn(-c2nc3ccccc3nc2[N-]S(=O)(=O)c2ccccc2)c1
 : -0.3	-3.6	13.4	18.2	1.2	-3.7	5.5	-1.4	-1.7
CC(=O)Cc1c(C(=O)O)c(C)nn1-c1ccccc1
 : -4.0	-2.3	-0.6	1.4	3.1	-8.4	2.7	-0.7	3.3
CCCn1nc(C(=O)NCC(C)(C)N2CCOCC2)c2ccccc2c1=O
 : 1.1	-2.1	-1.1	9.9	-1.4	6.3	6.1	0.1	5.0
CCn1cc(CNC(=O)C2C3CCC(C3)C2C(=O)O)cn1 (configuration not stated)
 : 1.9	-2.1	2.5	4.1	1.8	0.9	9.0	6.5	0.2
COc1ccc(S(=O)(=O)Nc2nnc(C(C)(C)C)s2)cc1
 : 2.0	1.6	-1.4	9.0	0.1	1.8	1.8	2.1	-0.3
NC(=O)c1ccccc1NC(=O)c1ccoc1
 : -3.2	-4.0	4.7	1.9	2.5	3.0	-0.2	0.1	-3.6
O=C(CCn1c(=S)[nH]c2cc3c(cc2c1=O)OCO3)NCc1ccccc1Cl
 : 0.3	-5.3	5.9	4.7	4.2	0.8	0.6	2.6	-14.4
CCOCCCn1c(NN)nc2ccccc2c1=O
 : -2.9	9.9	1.8	-1.7	3.8	-1.9	0.2	-3.6	2.0
CNC(=S)Nc1cc(C(F)(F)F)ccc1Cl
 : -7.1	-2.5	1.3	2.9	-1.1	-3.7	-2.3	-2.5	1.0
CN(CC(=O)Nc1ccc(F)c(F)c1)S(=O)(=O)c1cccs1
 : 1.7	-11.8	2.4	-5.9	0.9	-0.6	3.8	2.1	-11.3
COC(=O)c1cc2ccsc2n1Cc1nc(-c2ccc(OC)cc2)oc1C
 : -4.7	-21.7	0.6	1.8	0.6	-2.1	5.1	-3.4	-9.2
